# Assay outcomes from PubChem BioAssay.
# AID2073: inhibitors of Mint1-CaV2.2 protein interaction, biochemical, HTRF (AID 2073) | HTRF protein-protein interaction, Mint1-CaV2.2; higher % means a stronger effect | inhibition, % at 20 µM; hits with a dose series show IC50 in µM | 290,000 compounds, 0.19% hits; in the data active = inhibition mostly above about 51%, no sharp cut-off; inconclusive = no clear call, values can overlap the other calls; inactive = mostly below about 53%; also: some results filed as inactive read as strong as hits
# WT yeast gro inh: growth inhibition of WT yeast, mitochondrial fusion screen; mitochondrial fusion phenotypic screen, WT strain; inhibition, % at 10 µM; 190,000 compounds, 2.1% hits; in the data active = inhibition above about 58%; tested in S. cerevisiae
# NS5 inhibitors: flavivirus cap methylation enzyme inhibition – biochemical, confirmation dose response, primary screen (AID 588689); Dengue-2 NS5 methyltransferase capping enzyme assay, biochemical; higher % means a stronger effect; 340,000 compounds, 0.3% hits; inhibition, % at 25 µM, or IC50 in µM where a hit was titrated; in the data active = a potency from the dose series; inconclusive = inhibition above about 29% without an active follow-up result
# UTI89 phage lysis: protection from phage-mediated lysis, alamar blue read-out – E. coli UTI89, K1F phage, bacterial capsule biogenesis inhibitors (AID 488966); E. coli UTI89 K1F phage lysis, alamar blue, 2 h; higher % means a stronger effect; inhibition, % at 100 µM; hits with a dose series show IC50 in µM; 340,000 compounds, 0.02% hits;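 active = phage lysis inhibition, versus mean bacterial control, above a set limit; inconclusive = no clear call, values can overlap the other calls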;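 also: capsule biogenesis inhibitors block K1F phage lysis so surviving cells raise fluorescence; higher fluorescence means more inhibition of phage lysis; actives were called in the ten point dose series up to 300 µM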
# LYP inhibition: PTPN22 lymphoid phosphatase activity blockers – biochemical, fluorescence intensity, uHTS (AID 1779); recombinant LYP phosphatase, fluorescence intensity; higher % means a stronger effect; inhibition, % at 11.5 µM, or IC50 in µM where a hit was titrated; 290,000 compounds, 0.054% hits; in the data active = inhibition above about 50%;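 also: plate controls were vehicle with enzyme for no effect and no enzyme for full effect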
# RSV CPE inhibition: RSV antiviral activity via CPE protection, HEp-2 cells, primary 10 µM value included (AID 2391) | HEp-2 cells, RSV-induced CPE inhibition; higher % means a stronger effect | one-dose CPE inhibition, % at 10 µM; IC50 in µM for titrated hits | 310,000 compounds, 0.13% hits; in the data active = a potency from the dose series; inconclusive = CPE inhibition mostly from about 23% at the one dose, without a potency; inactive = the rest, 99 in 100 with CPE inhibition below about 21%; also: strong numbers were not always called active
# GPR35 arrestin U2OS: GPR35 antagonists blocking zaprinast-driven arrestin recruitment, primary screen, imaging, U2OS, beta-arrestin-GFP, zaprinast agonist (AID 2058). U2OS GPR35 beta-arrestin-GFP translocation imaging, zaprinast antagonism; higher % means a stronger effect. 290,000 compounds, 0.052% hits. one-dose inhibition, % at 10 µM; IC50 in µM for titrated hits;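 active = inhibition of at least 50% with at least 30 cells and total cytoplasm GFP at most 10,000,000; inconclusive = under 30 cells or total GFP of 10,000,000 plus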
# NTR1 agonist: NTR1-driven beta-arrestin-GFP spot formation – imaging, U2OS cells, high content, primary screen (AID 493036) | agonist mode | activation, % at 20 µM | 330,000 compounds, 0.17% hits;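 active = activation at or above 40% of the spot to cytoplasm intensity ratio, with at least 20 cells analyzed; inconclusive = wells under 20 cells, flagged as cytotoxic or low count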;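 also: 0% = DMSO without peptide and 100% = 100 nM NTR1 peptide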
# Target sequence (P30989 whole entry, looked up): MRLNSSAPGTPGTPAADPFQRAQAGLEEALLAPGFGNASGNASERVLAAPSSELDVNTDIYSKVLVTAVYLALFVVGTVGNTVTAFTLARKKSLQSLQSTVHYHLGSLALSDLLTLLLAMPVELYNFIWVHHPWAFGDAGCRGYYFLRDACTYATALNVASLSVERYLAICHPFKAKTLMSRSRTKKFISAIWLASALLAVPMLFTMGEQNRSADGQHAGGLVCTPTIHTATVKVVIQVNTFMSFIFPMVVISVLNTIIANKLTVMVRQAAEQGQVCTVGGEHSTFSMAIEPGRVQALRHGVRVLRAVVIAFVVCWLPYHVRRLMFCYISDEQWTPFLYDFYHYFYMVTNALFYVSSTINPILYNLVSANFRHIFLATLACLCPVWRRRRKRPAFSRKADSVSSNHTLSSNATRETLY
# Autophagy mod: alters autophagy in cells; MEF GFP-LC3 puncta imaging; test concentration mostly 10 µM; calls only at 10 µM (by protocol); 190,000 compounds, 0.98% hits; AID 463193;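 active = percentage of spot-positive cells more than 3 SD above its plate mean, without a fluorescence outlier flag or 80% toxicity; inconclusive = no clear call, values can overlap the other calls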;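 also: spot-positive cell cutoff set from DMSO-treated cells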
# WT yeast gro inh mutant strain: second read-out of WT yeast gro inh, no call of its own (marks repeat the call); inhibition, %; mitochondrial fusion phenotypic screen, mutant strain inhibition
# Autophagy mod cell loss 18 h: recorded beside Autophagy mod, whose call it bears; toxicity, %; measured here: cell loss, nuclei count;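 cell loss after 18 h compound exposure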
# NTR1 agonist cell count 20 µM: also measured in NTR1 agonist; calls as there; cell count; measured here: cell count, cytotoxicity flag
# NS5 inhibitors pilot replicate: further read-out of NS5 inhibitors, marked with its call; inhibition, %; measured here: pilot screen replicate inhibition
# Numbers without * were called inactive; i = inactive; u = inconclusive; x = not tested or not shown; [ ] = remark or other dose. Random draw from the library; overall some 2.6% were active at least once.
SMILES,AID2073,WT yeast gro inh,WT yeast gro inh mutant strain,NS5 inhibitors,UTI89 phage lysis,LYP inhibition,RSV CPE inhibition,GPR35 arrestin U2OS,NTR1 agonist,NTR1 agonist cell count 20 µM,Autophagy mod,Autophagy mod cell loss 18 h,others
CCn1c(COc2cccc(C)c2)nnc1SCC(=O)NC1CCCC1,6%,x,x,-2%,0.5%,2%,0.8%,14%,1.6,59,x,x,
Cc1ccnc2nc(C(=O)Nc3nnc(-c4ccccc4)o3)nn12,24%,-13,10,-4%,0.1%,-2%,0.5%,-1%,1.7,49,i,10,
Cc1ccc(-n2cccc2/C=C2\C(=N)N3N=C(c4ccco4)SC3=NC2=O)cc1,9µM*,44,-33,2%,-0.3%,11%,19%,-10%,0.4,85,i,-1,
CN(CC(=O)Nc1ccc(Cl)c(C(F)(F)F)c1)C(=O)Cc1c[nH]c2ccccc12,x,x,x,-3%,-1.3%[50 µM],x,44%,x,4.1,51,x,x,
O=C(CNS(=O)(=O)c1ccc(F)c(Cl)c1)N1CCCC1,8%,x,x,-3%,0.1%,-11%,0.1%,-10%,-0.4,60,x,x,
CNc1snc(C)c1C(=O)OCC(=O)c1cc(F)ccc1OC,x,x,x,-8%,1.5%,x,7.5%,x,5.9,55,x,x,
O=C(NC(=S)Nc1ccc(CN2CCOCC2)cc1)c1cc2ccccc2o1,14%,2,7,3%,0.1%,1%,0.1%,3%,1.2,109,i,10,
CCCNC(=O)NC(=O)CSc1nnc(-c2ccncc2)n1CC,6%,-14,7,-1%,0.2%,-8%,0.6%,0%,0.2,53,i,2,
Cc1cc(NC(=O)c2ccc([N+](=O)[O-])cc2)n(C)n1,-8%,x,x,x,x,-8%,-1.1%,5%,0.3,52,x,x,
CCN1CCC(NC(=O)Nc2ccccc2C(=O)OC)CC1,-2%,0,-1,-12%,0.5%,1%,0.9%,-5%,0.0,89,i,9,
COc1ccc(CCNC(=O)Cn2c(=O)n(CCCC(=O)NCc3ccco3)c(=O)c3sccc32)cc1OC,-6%,-8,-25,-2%,-0.1%,-4%,-1.5%,-9%,2.3,51,i,-4,
CCCCCn1c(SCCN2CCOCC2)nc2c1c(=O)[nH]c(=O)n2C,-25%,9,1,4%,3.4%,5%,0.6%,10%,-0.6,77,i,-18,
COc1ccc2c(=O)c3c(=O)n(-c4ccccc4)c(-c4ccc(C)cc4)nc3oc2c1,6%,x,x,5%,0.5%,-3%,0.1%,-23%,2.2,50,x,x,
O=C(Nn1cnnc1)c1ccc(Cl)cc1[N+](=O)[O-],-2%,x,x,-6%,0.0%,-10%,0.0%,10%,0.3,60,x,x,
CCCN(CC(=O)Nc1ccccc1OC)C(=O)CCC(=O)c1ccc(Cl)s1,x,x,x,0%,0.1%[50 µM],x,0.9%,x,3.0,52,x,x,
O=C(Nc1ccc2ccccc2c1)/C(=C/c1cccc(Br)c1)NC(=O)c1ccco1,21%,17,11,x,3.0%,0%,2.8%,6%,-0.9,83,i,-20,
CC(NC(=O)c1ccc(S(=O)(=O)N(C)C)cc1)c1ccc(-n2ccnc2)cc1 (centres undefined),2%,x,x,-12%,0.7%,-10%,1.1%,-2%,-0.6,40,x,x,
CCn1c(=O)cc(SCC(=O)Nc2cc(OC)c(OC)c(OC)c2)c2ccccc21,-2%,-5,6,6%,-1.9%,-1%,15%,12%,1.0,97,i,1,
Oc1ccccc1/C=N/N1CCCCC1,0%,6,9,-4%,-1.1%,-6%,-0.5%,-3%,-0.3,33,i,-16,
Nc1nc(NCc2ccccc2Cl)n(-c2ccccc2)n1,1%,x,x,-3%,0.4%,-8%,1.4%,9%,2.7,65,x,x,NS5 inhibitors pilot replicate=3.0
COc1ccc(CNC(=O)C(c2ccncc2)N(C(=O)Cc2cccs2)c2ccccc2)cc1 (centres undefined),1%,-2,13,-6%,0.2%,-2%,x,-4%,x,x,i,-7,
CSc1nc(N)nc(C2CC2)n1,6%,x,x,4%,0.4%,-6%,8.2%,5%,0.5,41,x,x,
C/C(N)=C(/C#N)C(=O)CSc1nc2ccccc2c(=O)n1-c1ccc(C)c(Cl)c1,-2%,6,10,-2%,1.3%[50 µM],-8%,3.6%,-2%,4.5,34,i,-7,
CCC1CCCCN1C(=O)CCCc1ccccc1 (centres undefined),-7%,x,x,-3%,0.2%,-3%,1.4%,10%,0.0,73,x,x,NS5 inhibitors pilot replicate=1.2
CCN1CCC(NC(=O)Nc2ccc(F)cc2)CC1,5%,14,10,-3%,-0.1%,-5%,1.6%,3%,-0.9,97,i,22,
Cc1ccc(C)n1C(Cc1ccccc1)C(=O)O (centres undefined),25%,-15,3,x,x,4%,x,7%,x,x,i,-14,
CN1C(=O)N(CC(=O)NCc2ccc(Cl)cc2Cl)C(=O)C12CCCCC2,x,x,x,-5%,0.2%[50 µM],x,0.2%,x,0.7,59,x,x,
Nc1nonc1-n1nnc(C(=O)N/N=C/c2ccc(Cl)cc2Cl)c1CN1CCOCC1,6%,x,x,-5%,0.0%,-10%,-0.1%,-9%,-0.1,51,x,x,
CN(C)c1ccc(/C=N/NC(=O)c2ccccc2)cc1,11%,7,2,-12%,0.2%,-4%,2.7%,-4%,-1.3,83,i,18,
O=C(O)CSCc1nc2ccccc2[nH]1,5%,-8,1,-16%,0.4%,-8%,1.4%,6%,3.5,42,i,24,
O=C(CCN1C(=O)c2ccccc2C1=O)NCCCn1ccnc1,33%,7,3,-6%,-0.1%,-3%,0.9%,9%,-0.4,53,i,20,
O=C(CN1CCCCC1CO)c1ccc(OC(F)F)cc1 (centres undefined),0%,11,-3,-10%,0.0%,3%,0.8%,-1%,1.8,41,i,5,
O=C(Nc1ccnn1C1CCN(Cc2ccc(F)cc2)CC1)C1CC1,1%,x,x,-3%,1.6%[50 µM],-13%,x,-15%,1.5,55,x,x,
CCOP(=O)(OCC)C(C#N)=C1SCN(c2ccccc2)CS1,x,x,x,-5%,0.1%,x,0.3%,x,-0.6,65,i,4,
O=C(Cc1ccccc1Cl)NNC(=O)Nc1ccccc1,-1%,-2,6,-1%,0.1%,0%,3.4%,4%,3.2,64,i,-12,
O=S(=O)(NCCc1ccc(Cl)cc1)c1cccc2cccnc12,16%,x,x,3%,0.0%,-9%,0.4%,-8%,1.6,75,x,x,
Cc1cc(N2CCOCC2)nc(N)n1,16%,-4,6,-5%,0.3%,-3%,-0.9%,-8%,0.5,64,i,3,
Cc1onc(-c2ccccc2)c1C(=O)Nc1ccc(S(=O)(=O)N2CCCC2)cc1,9%,14,-5,0%,-0.2%,-2%,-0.9%,1%,0.9,66,i,-13,
CCOc1ccc(CCNS(=O)(=O)c2ccc3c(c2)N(C(C)=O)CCO3)cc1OCC,4%,x,x,0%,0.2%,-6%,7.0%,-6%,2.2,62,x,x,
c1ccc(CCNc2ncnc3sccc23)nc1,8%,9,25,-5%,0.2%,-3%,0.3%,1%,0.0,65,i,5,
Cc1ccc(OCCSCc2nc3ccccc3[nH]2)cc1,6%,46,61,-7%,-0.2%,1%,-0.9%,2%,-0.2,53,i,3,
COc1ccc(N2CCN(C(=O)c3ccc(C)cc3Cl)CC2)cc1,-4%,34,42,3%,5.2%,-8%,u,0%,0.0,73,i,-7,
COc1c(C(CC(C)C)OC(C)=O)ccc2c1C(=O)OCc1cc(C)cc(O)c1O2 (centres undefined),-6%,x,x,-2%,4.5%,4%,2.0%,-14%,9.8,97,x,x,
CN(C)C=Nc1nonc1-c1ccccc1,8%,x,x,5%,-0.3%,-8%,0.5%,-2%,0.2,64,x,x,
C/C(=N\OCC(=O)Nn1c(C)nc2ccccc2c1=O)c1cccs1,-2%,x,x,3%,2.5%,-3%,1.6%,-3%,2.5,53,x,x,
COc1cccc(OC)c1OCc1cc(C2C3CCCC=C3C(C#N)=C(N)C2(C#N)C#N)c(C)cc1C (centres undefined),-7%,-4,9,-19%,-0.6%,4%,u,7%,-4.0,10,i,7,
O=C(c1cc2ccccc2o1)c1cccs1,10%,-8,10,-3%,0.3%,-6%,1.4%,-10%,1.1,89,i,-7,
COc1ccc(C(=O)NCC(=O)N2CC=C(c3ccccc3)CC2)cc1OC,x,x,x,-1%,0.0%[50 µM],x,1.7%,x,3.6,53,x,x,
CCC(C)Sc1nnc(NC(=O)C2CCN(C(=O)c3ccco3)CC2)s1 (centres undefined),-5%,x,x,8%,-0.3%,-2%,3.2%,6%,2.8,52,x,x,
Cn1c(=O)cc(SCC(=O)NCc2ccco2)c2ccccc21,26%,12,4,2%,0.5%,4%,1.8%,-8%,-1.1,63,i,3,
CCCCN(CC)C(=O)CSc1cc(=O)n(C)c2ccccc12,4%,-15,-15,-1%,0.3%,-7%,1.0%,-5%,4.5,63,i,2,
CCN1CCN(C(=O)c2cc3cc(Cl)ccc3[nH]2)CC1,6%,x,x,-3%,-1.7%[50 µM],2%,1.1%,11%,0.9,46,x,x,
CCn1c(C)c(P(c2ccccc2)c2ccccc2)[n+]2ccccc12,-2%,-4,-9,2%,0.2%,-5%,2.5%,-4%,0.7,38,i,-5,
COc1ccc(-c2nc3cnccn3c2Nc2ccc(C)cc2)cc1,9%,12,7,-6%,2.9%,2%,0.5%,-8%,1.5,90,x,x,
OCC#Cc1cnc2ccccc2c1,-3%,-1,10,-7%,0.5%,-3%,4.7%,6%,0.3,50,i,24,
CCOc1ccccc1NC(=O)CSc1nc(=O)n(CCN2CCOCC2)c2c1CCCC2,x,x,x,-1%,0.7%[50 µM],x,-1.1%,x,0.8,72,x,x,
CCN(CC)S(=O)(=O)c1ccc2oc(C(=O)Nc3ccc(OC)cc3OC)c(C)c2c1,13%,10,3,-11%,1.7%,2%,-0.9%,-1%,1.6,77,i,7,

# Molecules shown so far that contain two or more sulfur atoms:
SMILES,AID2073,WT yeast gro inh,WT yeast gro inh mutant strain,NS5 inhibitors,UTI89 phage lysis,LYP inhibition,RSV CPE inhibition,GPR35 arrestin U2OS,NTR1 agonist,NTR1 agonist cell count 20 µM,Autophagy mod,Autophagy mod cell loss 18 h,others
CCOP(=O)(OCC)C(C#N)=C1SCN(c2ccccc2)CS1,x,x,x,-5%,0.1%,x,0.3%,x,-0.6,65,i,4,
CCC(C)Sc1nnc(NC(=O)C2CCN(C(=O)c3ccco3)CC2)s1 (centres undefined),-5%,x,x,8%,-0.3%,-2%,3.2%,6%,2.8,52,x,x,
